# From PubChem
# Pol eta inh: qHTS for Inhibitors of Polymerase Eta; DNA polymerase eta (Homo sapiens), Q9Y253; recombinant Pol eta, fluorescent DNA replication assay; Potency, µM (series often up to 114 µM), for inactives: at the top dose activity change, negative = inhibition, most hits filed as inhibitors; 1.2% of 390,000 active; AID 588591, 2011; note: potency is the fitted concentration of half-maximal effect; % is set by controls: 0 for no effect and ±100 for the full control effect
#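 Pol eta (10 nM) was preincubated with compounds for 15 min at room temperature, after which fluorescent replication substrate (50 nM final) was added to start the reaction. Fluorescence was read kinetically at 0 and 10 min.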
# APE1 inh: qHTS Assay for Inhibitors of the Human Apurinic/apyrimidinic Endonuclease 1 (APE1). Potency, µM (series often up to 65.8 µM), for inactives: top-dose activity change, negative = inhibition, most hits filed as inhibitors. 0.35% of 350,000 active. AID 2517, 2012. recombinant APE1, TAMRA/BHQ-2 abasic DNA cleavage fluorescence. DNA repair nuclease/redox regulator APEX1 (Homo sapiens), P27695;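 note: potency is the fitted concentration of half-maximal effect; plate controls were vehicle for no effect and reference inhibitor for full effect; nearly all actives have a fitted effect of over 55% in size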
# Target sequence (P27695 whole entry, looked up): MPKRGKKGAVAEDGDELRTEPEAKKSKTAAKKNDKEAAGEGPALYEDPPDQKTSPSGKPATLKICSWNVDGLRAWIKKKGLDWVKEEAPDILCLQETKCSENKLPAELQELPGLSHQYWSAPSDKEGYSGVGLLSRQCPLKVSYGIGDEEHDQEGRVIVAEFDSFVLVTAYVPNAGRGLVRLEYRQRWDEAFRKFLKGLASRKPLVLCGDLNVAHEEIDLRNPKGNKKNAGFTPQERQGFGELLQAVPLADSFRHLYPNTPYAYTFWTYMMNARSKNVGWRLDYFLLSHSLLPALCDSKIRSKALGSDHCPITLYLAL
#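 Enzyme (0.75 nM final) and test compound are incubated 15 min at room temperature before adding 50 nM quenched THF abasic-site duplex. Cleavage dequenches TAMRA, followed at 525/598 nm over three reads one minute apart.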
# BLM helicase inh: qHTS Assay for Inhibitors of Bloom's syndrome helicase (BLM) | RecQ-like DNA helicase BLM (Homo sapiens), P54132 | recombinant BLM DNA unwinding, fluorescence dequenching | Potency, µM (doses to about 56.1 µM), for inactives: at the highest dose activity change, negative = inhibition, actives largely listed as inhibitors | 0.2% of 350,000 active | AID 2528, 2010;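 note: potency is the fitted concentration of half-maximal effect; plate controls were vehicle for no effect and no enzyme for full effect; nearly all actives have a fitted effect of over 35% in size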
# Tb PGK inh: qHTS Assay to Find Inhibitors of Phosphoglycerate Kinase; Phosphoglycerate kinase, glycosomal (Trypanosoma brucei brucei), P07378; PGK/GAPDH coupled, Kinase-Glo luminescence, 60 min; Potency, µM (titrated, usually from 57.5 µM), for the others: at the top dose activity change, negative = inhibition, actives largely listed as inhibitors; 0.043% of 380,000 active; note: potency is the fitted concentration of half-maximal effect; % is set by controls: 0 for no effect and ±100 for the full control effect; nearly all actives have a fitted effect of over 60% in size
# Target sequence (P07378 whole entry, looked up): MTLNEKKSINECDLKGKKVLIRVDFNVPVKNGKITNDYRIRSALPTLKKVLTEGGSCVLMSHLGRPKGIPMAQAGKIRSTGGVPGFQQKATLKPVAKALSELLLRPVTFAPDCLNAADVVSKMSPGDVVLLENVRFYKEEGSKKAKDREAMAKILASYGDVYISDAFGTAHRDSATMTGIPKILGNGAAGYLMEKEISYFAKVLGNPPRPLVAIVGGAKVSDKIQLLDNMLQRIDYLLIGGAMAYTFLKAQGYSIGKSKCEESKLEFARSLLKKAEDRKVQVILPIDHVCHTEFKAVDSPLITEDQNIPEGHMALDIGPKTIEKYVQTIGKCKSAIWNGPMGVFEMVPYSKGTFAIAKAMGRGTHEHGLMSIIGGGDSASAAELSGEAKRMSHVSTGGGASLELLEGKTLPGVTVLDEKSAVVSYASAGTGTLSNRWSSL
#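 Luminescent ATP detection (Kinase-Glo Plus) follows a 60-minute room-temperature incubation, with wells lacking PGK as controls. Buffer: 100 mM TEA (pH 7.6), 5 mM MgCl2, 0.01% Tween-20. Coupling enzyme GAPDH (100 nM final) supplies unstable 1,3-BPG in-well.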
# POLK inh: qHTS for Inhibitors of Polymerase Kappa. DNA polymerase kappa (Homo sapiens), Q9UBT6. purified Pol kappa, fluorescent DNA synthesis assay, 10 min. Potency, µM (doses to about 107 µM), for inactives: top-dose activity, negative = inhibition, most hits filed as inhibitors. 0.53% of 400,000 active. AID 588579, 2011; note: potency is the fitted concentration of half-maximal effect; % is set by controls: 0 for no effect and ±100 for the full control effect
#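 Kinetic fluorescence readout at 0 and 10 min followed reaction start with substrate at 50 nM final. Beforehand, enzyme (10 nM Pol kappa) stood 15 min with compound at room temperature; buffer-only wells were negative controls.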
# POLB inh: qHTS Assay for Inhibitors of DNA Polymerase Beta | AID 485314, 2010 | P06746 | 1.3% of 340,000 active | Potency, µM (titrated, usually from 114 µM), without a hit: top-dose activity change, negative = inhibition, most hits filed as inhibitors | Pol beta primer extension/strand displacement, fluorescence kinetic; note: potency is the fitted concentration of half-maximal effect; % is set by controls: 0 for no effect and ±100 for the full control effect
#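 Pol beta (10 nM) and compounds were preincubated 15 min at room temperature, then 50 nM substrate (final) started primer extension/strand displacement. Reads were taken at 0 and 10 min; concentration-response data were fitted to a four-parameter Hill equation.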
# Apoferritin bind: qHTS Assay for Identification of Novel General Anesthetics | Ferritin light chain (Equus caballus), P02791 | apoferritin/1-aminoanthracene competitive binding, fluorescence | Potency, µM (highest dose often 77.5 µM), without a hit: at the top dose activity change, negative = displacement, hits mostly inhibitors | 0.074% of 350,000 active | AID 485281, 2010; note: potency is the fitted concentration of half-maximal effect; % is set by controls: 0 for no effect and ±100 for the full control effect; nearly all actives have a fitted effect of over 20% in size
# Target sequence (P02791 2-175 limits assumed): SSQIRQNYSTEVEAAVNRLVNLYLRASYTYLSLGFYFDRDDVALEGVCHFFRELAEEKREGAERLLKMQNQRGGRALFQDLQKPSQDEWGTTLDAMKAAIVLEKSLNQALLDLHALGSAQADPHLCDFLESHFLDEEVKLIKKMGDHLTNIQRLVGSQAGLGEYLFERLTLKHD
#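 Horse-spleen apoferritin (10 uM) was mixed with 50% saturated 1-aminoanthracene in PBS, exposed to compounds for 10 min at room temperature, and read for fluorescence (ex 380 nm, em 535 nm). Competitive displacement was fitted with a four-parameter Hill equation.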
# RXFP1 antagonist: qHTS Assay for Antagonists of the Relaxin Receptor RXFP1; Relaxin receptor 1 (Homo sapiens), Q9HBX9; HEK293-RXFP1, relaxin-stimulated cAMP HTRF, 30 min; hits give low values; AID 1259400, 2018; activity change, negative = inhibition, % at 57.5 µM; 0.59% of 350,000 active;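 active = activity change of -60% or lower, but not beyond a set lower limit; inconclusive = change between -60% and -40%, or beyond the set limit; inactive = change above -40%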; note: % is set by controls: 0 for no effect and ±100 for the full control effect
# Pol iota inh: qHTS for Inhibitors of Polymerase Iota; Potency, µM (doses to about 115 µM), for the others: top-dose activity, negative = inhibition, actives largely listed as inhibitors; Pol iota fluorescent replication assay, 10 min; AID 588590, 2011; 1% of 390,000 active; note: potency is the fitted concentration of half-maximal effect
#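 Fluorescent replication assay read twice, at 0 min and 10 min after adding 50 nM (final) substrate. Enzyme (10 nM) and compounds were first incubated 15 min at room temperature; enzyme-free buffer wells were negative controls.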
# Numbers without * were called inactive; i = inactive; ? = inconclusive; nt = no result given; [ ] = remark or other dose. Unless noted, calls come from the whole dose curve; as a rule, active = well fitted curve in the direction sought with a large enough effect; inconclusive = small, poorly fitted or top-dose-only effect, or another doubt; inactive = no such curve, though single readings can be large; an effect the other way counts as inactive or inconclusive. Not all compounds are listed, so the mix of outcomes need not match the whole.
1	CCN(C(=O)CSc1nc2ccccc2n1CC)C1CCS(=O)(=O)C1 (stereo not given)
2	Cc1ccc2nc(C(F)C(F)(F)F)[nH]c2c1 (stereo not given)
3	COC(=O)c1ccc(Cl)cc1N(Cc1c(F)cccc1Cl)S(C)(=O)=O
4	Cc1ccccc1OCC(O)Cn1c2ccccc2c2ccccc21 (stereo not given)
5	O=C(Nc1ccccc1)Oc1ccc[nH]c1=O
6	C#CCOCCOCCOCCNc1nc(N2CCN(C(=O)[C@H](CCC(=O)O)n3cc(C(N)CC(C)C)nn3)CC2)nc(N2CCN(C(=O)[C@H](Cc3cc4ccccc4[nH]3)n3cc(C(N)[C@H](C)CC)nn3)CC2)n1 (stereo not given in full)
7	C=CCn1c(N)c(C(=O)Nc2ccc(C)cc2)sc1=S
8	CSc1ccc(CNC(=O)CCn2c(=O)c3cccn3c3ccc(F)cc32)cc1
9	Cc1ccc(CNC(=O)c2ccc(-n3c(C)cc4c3CCCC4)cc2)cc1
10	COc1ccc(Cl)cc1NC(=O)CN(C)C(=O)Cn1cnc2c1c(=O)n(C)c(=O)n2C

Compound | 1 | 2 | 3 | 4 | 5 | 6 | 7 | 8 | 9 | 10
Pol eta inh | -21% | -8% | -12% | -3% | 3% | 6% | -5% | -1% | -11% | 3%
APE1 inh | 2% | 2% | 2% | -7% | -4% | ? | 2% | nt | nt | 15%
BLM helicase inh | -4% | -5% | -3% | -8% | 4.5µM* | -1% | -3% | -2% | -8% | nt
Tb PGK inh | -8% | i | 0% | -2% | -7% | -5% | 2% | 14% | 2% | -1%
POLK inh | 1% | 2% | 0% | -13%[60.1 µM] | -13%[60.1 µM] | 0% | -1% | -16% | -5% | -21%
POLB inh | 27% | 23% | ? | 10% | -22% | -6% | 32% | -15% | 13% | nt
Apoferritin bind | -4% | -17% | -10% | 71%[activator] | 4% | -1% | -13% | 6% | 6% | nt
RXFP1 antagonist | -11 | 9 | -2 | -11 | 0 | nt | 5 | -9 | 1 | -7
Pol iota inh | 134%[activator] | 55%[activator] | 18% | -2% | -9% | 37% | 13% | 2% | -7% | 37%[activator]

11	Cc1ccc2c(c1)/C(=N/OS(=O)(=O)c1ccccc1)CCS2
12	CCNc1nc(CN2CCCCC2)nc2scc(-c3ccccc3)c12
13	CCOc1ccc(S(=O)(=O)Nc2ccc(C(=O)NCC(c3ccco3)N(C)C)cc2)cc1 (stereo not given)
14	CC(C)(C)OC(=O)N1CCC(C(=O)Nc2ccc(C(=O)N3CCOCC3)cc2)CC1
15	COc1ccc(N2CCN(C(CNC(=O)c3cccs3)c3ccco3)CC2)cc1 (stereo not given)
16	O=C1NC[C@H](Cc2ccccc2)N(CCc2cccc(F)c2)C1=O
17	O=C(Nc1ccc(-n2cc(Cl)cn2)cc1)c1ccncc1
18	COCCN(C(=O)Nc1ccccc1)c1ccccc1
19	COc1ccc(CCC(=O)N2CC(C)OC(C)C2)cc1 (stereo not given)
20	O=C(c1cc(-c2ccc(Br)cc2)n[nH]1)N1CCN(C(=O)c2ccccc2Br)CC1

Compound | 11 | 12 | 13 | 14 | 15 | 16 | 17 | 18 | 19 | 20
Pol eta inh | -10% | -19% | -5% | -12% | -7% | -14% | 5% | -14% | -6% | -7%
APE1 inh | nt | 1% | -5% | 3% | 3% | -1% | 2% | 2% | 3% | 47%[activator]
BLM helicase inh | nt | 1% | 0% | nt | nt | 1% | -2% | -10% | -1% | -4%
Tb PGK inh | -11% | -8% | 3% | 0% | -6% | 1% | -3% | -1% | 0% | 8%
POLK inh | -7% | -4% | -6% | -1% | -5% | 7% | 7% | -1% | -4% | -18%
POLB inh | nt | 18% | 1% | nt | nt | 13% | 16% | 0% | -23% | 14%
Apoferritin bind | nt | 86%[activator] | -17% | nt | nt | 3% | -2% | -12% | 1% | -17%
RXFP1 antagonist | 2 | -2 | -8 | nt | -6 | nt | 4 | -7 | -5 | -3
Pol iota inh | 6% | 59% | -13% | 27% | 29% | -16% | 2% | -3% | -2%[58.9 µM] | 3%

# An excerpt from above in order of their number in Tb PGK inh, descending:
20	O=C(c1cc(-c2ccc(Br)cc2)n[nH]1)N1CCN(C(=O)c2ccccc2Br)CC1
14	CC(C)(C)OC(=O)N1CCC(C(=O)Nc2ccc(C(=O)N3CCOCC3)cc2)CC1
17	O=C(Nc1ccc(-n2cc(Cl)cn2)cc1)c1ccncc1

Compound | 20 | 14 | 17
Pol eta inh | -7% | -12% | 5%
APE1 inh | 47%[activator] | 3% | 2%
BLM helicase inh | -4% | nt | -2%
Tb PGK inh | 8% | 0% | -3%
POLK inh | -18% | -1% | 7%
POLB inh | 14% | nt | 16%
Apoferritin bind | -17% | nt | -2%
RXFP1 antagonist | -3 | nt | 4
Pol iota inh | 3% | 27% | 2%

# Later entries:
21	O=C(C1CCCCC1)N1CCN=C1SCc1cccc([N+](=O)[O-])c1
22	CS(=O)(=O)c1ccc2nc(NC(=O)c3ccccc3)sc2c1
23	Cc1cc(NC(=O)c2cc(-c3ccc(C)s3)nc3ccccc23)no1
24	COc1cc(C2CC(=O)c3c([nH]c(C(=O)OCCOC(C)C)c3C)C2)cc(OC)c1OC (stereo not given)
25	O=C1Nc2ccccc2C1(O)Cc1ccncc1 (stereo not given)
26	Cc1cccc(NC(=O)Cn2cc(S(=O)(=O)Cc3ccccc3Cl)c3ccccc32)c1
27	CC(C)C(=O)N1c2ncnn2C2(CCCCC2)[C@@H]2CCCC[C@@H]21
28	COc1ccc(C)cc1NC(=O)C(=O)NNC(=O)COc1ccc(Cl)cc1
29	O=C1C2CCCN2C(c2ccc(F)cc2)N1c1nccs1 (stereo not given)
30	CCOC(=O)c1sc(N(Cc2ccccc2)C(=O)CSc2ncn[nH]2)nc1C

Compound | 21 | 22 | 23 | 24 | 25 | 26 | 27 | 28 | 29 | 30
Pol eta inh | -2% | -15% | -12% | -14% | -16% | -5% | -19% | -3% | 8% | -17%
APE1 inh | -6% | 18% | -9% | -3% | -2% | nt | nt | 11% | -10% | 1%
BLM helicase inh | -4% | -1% | 3% | -2% | -1% | -1% | -3% | -1% | 2% | -5%
Tb PGK inh | -1% | -14% | -10% | -5% | -7% | i | 2% | -2% | i | i
POLK inh | -30% | -2% | 0% | -11% | 1% | -8% | -6% | -4% | 0% | -12%
POLB inh | 1% | -1% | -3% | -17% | -23% | 0% | 9% | 3% | 25% | 18%
Apoferritin bind | ? | 4% | 56%[activator] | -9% | -7% | -6% | -8% | -14% | -10% | ?
RXFP1 antagonist | -10 | 2 | nt | ? | -1 | -20 | -15 | 0 | 27 | -34
Pol iota inh | 126%[activator] | 112%[activator] | 31%[activator] | -14% | 16% | -17% | 3% | -6% | 5% | -9%

31	CC(=O)c1ccc(NS(=O)(=O)Cc2ccc(Cl)cc2)cc1
32	O=S(=O)(c1ccc(=S)[nH]c1)N1CCOCC1
33	CCOC(=O)c1sc(=S)n(-c2ccccc2)c1N(C(C)=O)C(C)=O
34	COc1cc(OC)c(C(=O)OC(C)C(=O)Nc2cc(C(F)(F)F)ccc2Cl)cc1OC (stereo not given)
35	Cc1ccc(OCC(=O)Nn2c(C)nc3ccccc3c2=O)c(C(C)C)c1
36	O=C(Nc1ccc(Cl)cc1)Nc1nnc(SCc2ccc(Cl)cc2)s1
37	O=C(NCCSc1c(-c2ccc(Cl)cc2)[nH]c2ccccc12)c1ccc(S(=O)(=O)N2CCOCC2)cc1
38	CCN1CCN(c2nc3c(c(=O)[nH]c(=O)n3C)n2CCCc2ccccc2)CC1
39	Cn1ccnc1C(=O)c1ccccc1Cl
40	Cc1sc(NC(=O)CN(C(=O)c2ccccc2F)C2CCCC2)c(C(N)=O)c1C

Compound | 31 | 32 | 33 | 34 | 35 | 36 | 37 | 38 | 39 | 40
Pol eta inh | -7% | -19% | -27% | -29% | -4% | -1% | -30% | -11% | -11% | -9%
APE1 inh | -2% | 7% | 2% | 3% | 2% | 3% | nt | 9% | 41% | -4%
BLM helicase inh | 0% | nt | -7% | -10% | -2% | 3% | -5% | 3% | -3% | -3%
Tb PGK inh | -1% | -3% | -12% | -2% | nt | -1% | i | -1% | -5% | -11%
POLK inh | 1% | -3% | -18% | -10% | -2% | -4% | -10% | 1% | 0% | 0%
POLB inh | -2% | nt | ? | 13% | 15% | 22% | 0% | 5% | 50% | 21%
Apoferritin bind | -14% | nt | -13% | -9% | ? | -7% | -7% | -7% | 1% | -6%
RXFP1 antagonist | 9 | -8 | -13 | -20 | 0 | -2 | -27 | 5 | 5 | 4
Pol iota inh | 5%[58.9 µM] | -13% | ? | 119%[activator] | 12% | -9% | 18% | 22% | 123%[activator] | -7%

41	Cc1ccccc1NC(=O)c1ccc(F)c(S(=O)(=O)NCC2CCCO2)c1 (stereo not given)
42	Cc1nn(-c2ccccc2)c(Cl)c1C(=O)OCC(=O)NCCc1ccccc1
43	Cc1cccnc1NC(=O)/C=C/c1ccc2c(c1)OCO2
44	O=C(NN=Cc1ccc(F)cc1)C1CC1
45	O=C(Nc1nc(-c2ccccn2)cs1)c1ccc(Cl)s1

Compound | 41 | 42 | 43 | 44 | 45
Pol eta inh | -3% | -7% | -11% | -18% | -9%
APE1 inh | -4% | -12% | 13% | nt | -3%
BLM helicase inh | -1% | -4% | -3% | nt | -2%
Tb PGK inh | -2% | 6% | -10% | -3% | -4%
POLK inh | -12% | -5% | -5% | -22% | -17%
POLB inh | 17% | 5% | 4% | nt | 3%
Apoferritin bind | -1% | -12% | -4% | nt | -7%
RXFP1 antagonist | 8 | -10 | -6 | 5 | nt
Pol iota inh | 20% | ? | -17% | 10% | 5%
